MC4R antagonist – MC4R antagonists of cAMP signaling, primary screen, cell-based, TR-FRET, antagonist arm of biased-ligand search; Melanocortin receptor 4 (Homo sapiens), P32245; MC4R-expressing cells, MTII-stimulated cAMP, LANCE TR-FRET; inhibition, % at 6.5 µM; hit rate 0.48% among 360,000;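 active means inhibition above its plate's cutoff, the mean of tested wells on that plate plus 3 SD, cut at about 29% in these data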;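 further: 0% = Melanotan II alone and 100% = Melanotan II plus saturating MCL0020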
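System: U2OS-MC4R stable cell line; Technique: Eu-cAMP/anti-cAMP TR-FRET, emission 671 nm; Repeats: single well per compound; Also added: Melanotan II; Dosing: one concentration, 6.5 µM nominal; Schedule: 30-min compound, 1-h challenge, 1-h detection, room temperature.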
ABHD5 PLIN5 PPI – ABHD5-PLIN5 interaction inhibitors, primary screen, cell lysate, split luciferase complementation, luminescence; Perilipin-5 (Homo sapiens) + 1-acylglycerol-3-phosphate O-acyltransferase ABHD5 (Homo …; Split G. princeps luciferase complementation, 4 h; inhibition, % at 4 µM; hit rate 0.78% among 360,000; AID 602281, 2012;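 active means inhibition above the mean inhibition across every tested compound plus 3 SD, cut at about 22% in these data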;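 further: 0% = DMSO only wells and the 100% control is not disclosed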
MC4R ag barr – MC4R agonists recruiting beta-arrestin, primary screen, cell-based, luminescence, agonist arm of biased-ligand search; Melanocortin receptor 4 (Homo sapiens), P32245; U2OS MC4R beta-arrestin complementation; percent of melanotan II response, DMSO zero; activation, % at 8.9 µM; hit rate 0.98% among 360,000; AID 540308, 2011;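 active means activation above a per-plate cutoff, the mean activation of sample wells on that plate plus 3 SD, cut at about 8% in these data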
ABCB6 inh 2 – ABCB6 transporter inhibitors, primary screen, K562-ABCB6 cells, flow cytometry, MLPCN library; ATP-binding cassette sub-family B member 6 (Homo sapiens), Q9NP58; K562-ABCB6 porphyrin accumulation, 1 h; active compounds read low; fluorescence ratio to DMSO, % at 10 µM; hit rate 0.19% among 360,000; AID 602162, 2011;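 active means fluorescence ratio to DMSO below 75%, the collection mean minus 3 SD; inconclusive means too few cells collected in the well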;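 further: signal is porphyrin accumulated inside mitochondria; 100% equals median channel fluorescence of DMSO control wells; lower ratio means ABCB6 inhibition with less porphyrin fluorescence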
aDG glyco up – activators of alpha-DG glycosylation, primary screen, uHTS, Pro5-aDG cells, AlphaScreen; alpha-DG glycosylation AlphaScreen (IIH6); 0% Pro5, 100% B10-LARGE cell signal; activation, % at 10 µM; hit rate 0.22% among 360,000; AID 624168, 2012;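 active means activation of at least 8% versus controls, or a plate z-score of at least 8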;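 further: Pro5 are CHO cells carrying HIG-tagged alpha-DG that lacks glycosylation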
Exocytosis inh – LAMP-1 surface exposure blockers, TALL-104 cells – cell-based, flow cytometry, MLPCN library, primary screen; TALL-104 LAMP-1 surface exposure; cells stimulated with thapsigargin and PMA; inhibition, % at 10 µM; hit rate 0.66% among 360,000;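 active means inhibition above about 55%, limit read from the data; inconclusive means no clear call, values can overlap the other calls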
NOD2 RIPK2 PPI – NOD2-RIPK2 binding disruptors in cells, primary screen, fluorescence, CHO cells, BLA complementation | Receptor-interacting serine/threonine-protein kinase 2 (Homo sapiens), O43353 | CCF4 ratio | hit rate 0.38% among 360,000 | inhibition, % at 4.98 µM; in the data active means inhibition above about 21%;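 further: 0% = vehicle only and 100% = reference blocker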
TLR9-MyD88 inh – inhibitors of TLR9-MyD88 association in cells, primary screen, cell-based, CHO, BLA complementation, fluorescence. Toll-like receptor 9 (Homo sapiens) + Myeloid differentiation primary response protein …. CCF4 FRET ratio. inhibition, % at 4.98 µM. hit rate 0.21% among 340,000;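 active means inhibition above the mean over all tested compounds plus 3 SD, cut at about 21% in these data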;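 further: 0% = DMSO only wells and 100% = clavulanate BLA inhibitor control wells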
Target sequence (Q99836 whole entry, looked up): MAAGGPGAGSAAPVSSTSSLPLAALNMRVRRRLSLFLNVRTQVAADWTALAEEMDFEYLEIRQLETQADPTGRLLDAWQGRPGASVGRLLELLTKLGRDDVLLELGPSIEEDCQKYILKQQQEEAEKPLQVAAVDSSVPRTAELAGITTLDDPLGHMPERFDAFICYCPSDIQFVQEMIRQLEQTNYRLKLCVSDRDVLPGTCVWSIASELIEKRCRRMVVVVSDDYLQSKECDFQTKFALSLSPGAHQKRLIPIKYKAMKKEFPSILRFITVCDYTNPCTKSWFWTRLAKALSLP
Target sequence (Q9NR96 whole entry, looked up): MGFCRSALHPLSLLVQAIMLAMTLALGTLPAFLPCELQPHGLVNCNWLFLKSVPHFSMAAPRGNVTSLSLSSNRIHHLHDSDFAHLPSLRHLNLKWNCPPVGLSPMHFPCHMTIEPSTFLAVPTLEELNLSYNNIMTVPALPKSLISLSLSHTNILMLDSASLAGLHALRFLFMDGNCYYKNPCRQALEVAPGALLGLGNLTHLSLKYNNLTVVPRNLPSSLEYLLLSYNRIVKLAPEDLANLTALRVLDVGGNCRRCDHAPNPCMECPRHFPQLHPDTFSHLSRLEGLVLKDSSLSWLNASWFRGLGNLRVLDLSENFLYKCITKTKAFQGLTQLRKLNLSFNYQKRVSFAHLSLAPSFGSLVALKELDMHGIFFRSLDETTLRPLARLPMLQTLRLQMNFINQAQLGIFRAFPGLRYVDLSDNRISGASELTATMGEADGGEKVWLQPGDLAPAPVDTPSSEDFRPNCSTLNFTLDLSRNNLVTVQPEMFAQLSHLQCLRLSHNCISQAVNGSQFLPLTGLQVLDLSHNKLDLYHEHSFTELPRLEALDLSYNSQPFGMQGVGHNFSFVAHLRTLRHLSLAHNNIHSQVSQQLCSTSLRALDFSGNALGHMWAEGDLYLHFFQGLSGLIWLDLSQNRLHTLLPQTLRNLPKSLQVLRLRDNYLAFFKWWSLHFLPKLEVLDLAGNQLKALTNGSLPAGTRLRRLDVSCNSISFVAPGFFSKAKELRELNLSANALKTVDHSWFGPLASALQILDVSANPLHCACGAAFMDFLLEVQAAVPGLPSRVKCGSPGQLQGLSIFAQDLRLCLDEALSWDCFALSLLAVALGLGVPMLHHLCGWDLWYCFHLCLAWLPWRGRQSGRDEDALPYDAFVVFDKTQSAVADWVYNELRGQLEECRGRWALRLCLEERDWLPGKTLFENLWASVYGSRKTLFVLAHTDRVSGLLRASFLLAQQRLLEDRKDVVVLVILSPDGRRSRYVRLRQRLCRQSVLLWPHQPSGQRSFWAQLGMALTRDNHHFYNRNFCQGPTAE
Vif imaging – HIV Vif self-association inhibitors, primary screen, imaging, HEK293T, single point. HEK293T cells, Vif self-association by quenched fluorescence, 24 h. inhibition, % at 7.49 µM. hit rate 0.35% among 340,000. AID 602346, 2012; in the data active means inhibition above about 50%, passing the limit was not always enough; inconclusive means no clear call, values can overlap the other calls; inactive means below about 31%; further: some results filed as inactive read as strong as hits
N-glyco inh – increase of ERlucT glycosylation luciferase signal, primary screen, N-linked glycosylation inhibitor project, D54 ERlucT cells, luminescence, set 2 | reporter increase, % at 12.5 µM | AID 588692, 2011 | hit rate 0.23% among 360,000 | D54 ERlucT glycosylation luciferase reporter, 24 h; percent of 100 nM tunicamycin response;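 active means mean luciferase reporter signal, scaled so untreated is 0 and the glycosylation-blocking control 100, at or above a set limit in every replicate; inconclusive means mean reaches the limit but not every replicate does; inactive means mean below the limit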;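 further: luciferase carries N-glycosylation sites so blocking glycosylation raises the light; 0% = median of neutral control wells and 100% = median of 100 nM tunicamycin wells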
The depositor's hits bear a star; i = inactive; ? = inconclusive; . = not tested or not shown. An excerpt. The share of hits here may be higher or lower than overall.

mol | MC4R antagonist | ABHD5 PLIN5 PPI | MC4R ag barr | ABCB6 inh 2 | aDG glyco up | Exocytosis inh | NOD2 RIPK2 PPI | TLR9-MyD88 inh | Vif imaging | N-glyco inh
COCc1[nH]nc2c1C(c1sccc1C)C(C#N)=C(N)O2 (configuration not stated) | -1.8 | -5.2 | 0.1 | 78.0 | 0.3 | 1.9 | -9.9 | 10.2 | 26.0 | 2.3
COC(=O)CC1C(=O)NCCN1C(=O)CSc1nnnn1-c1ccc(Cl)cc1 (configuration not stated) | 0.4 | -0.9 | 2.3 | 102.0 | 0.6 | 1.3 | -3.0 | -4.6 | . | 1.4
COc1ccc(NC(=O)/C(C#N)=C/c2cc(C)n(-c3ccc(N4CCOCC4)c([N+](=O)[O-])c3)c2C)cc1 | 0.9 | -1.2 | -2.5 | 97.0 | 1.4 | 2.8 | -4.2 | 7.5 | -16.2 | -5.6
COc1ccc(N(C(=O)CNC(=O)c2ccco2)C(C(=O)NCC2CCCO2)c2ccccc2)cc1Cl (configuration not stated) | 0.9 | -1.2 | -3.0 | 99.0 | -0.1 | -4.0 | -4.5 | -1.0 | 2.6 | 3.7
CC1=CC2=NC(=O)/C(=C\c3cccn3CCOc3cc(C)ccc3C)C(=N)N2O1 | 5.3 | 4.5 | 14.2* | 90.0 | 0.1 | 2.6 | -5.7 | 9.4 | -4.9 | 0.6
O=C(CC1(O)C(=O)Nc2ccccc21)c1ccccc1O (configuration not stated) | 2.5 | -3.5 | -0.1 | 100.0 | 0.1 | 4.7 | 3.7 | 3.3 | 18.5 | 2.4
c1ccc(C[C@H]2CN=C(Nc3ccccc3)N2CC2CCCC2)cc1 | . | 8.5 | . | 96.0 | 0.0 | 3.1 | 9.4 | . | . | .
O=S(=O)(c1ccccc1)c1cnn(-c2ccccc2)c1-c1ccc(Cl)cc1 | -1.9 | -3.7 | -2.1 | 96.0 | 0.1 | 6.4 | 0.0 | -7.9 | -0.2 | -4.7
Cc1ccc(C)c(NC(=O)CN(C)C(=O)C2=NNC(=O)CC2)c1 | 12.3 | 3.0 | -2.9 | 100.0 | 0.3 | -5.9 | -1.3 | -12.6 | -2.1 | 1.9
CCOc1ccccc1Cn1c(=O)oc2ccc(C)cc21 | 0.0 | -3.2 | -2.1 | 95.0 | 0.1 | 2.6 | 9.0 | -3.8 | 6.0 | -0.8
CC1CCN(C2CCN(S(=O)(=O)c3ccc(C(F)(F)F)cc3)CC2)CC1 | -4.2 | 0.7 | -0.9 | 98.0 | 0.1 | 9.4 | -6.4 | 1.7 | -3.2 | -3.6
O=c1cc(N2CCc3ccccc3C2)[nH]c(=O)n1Cc1ccc(F)cc1 | 1.5 | -11.8 | 3.6 | 103.0 | 0.3 | 1.1 | -1.6 | -2.4 | . | 2.3
COc1ccc(-c2cn[nH]c2C)cc1 | -5.0 | -4.0 | -0.7 | 98.0 | 0.0 | 10.1 | 3.5 | 7.9 | 5.3 | -5.0
Cc1ccc(NC(=O)c2ccccc2Cl)cc1-n1cnnn1 | 20.9 | 2.4 | -1.1 | 93.0 | -0.4 | -1.7 | -4.7 | -1.6 | 1.9 | -0.4
Cc1ccc(Sc2cc(N3CCOCC3)nc(-c3ccccc3)n2)cc1 | 0.8 | -0.1 | 1.9 | 102.0 | 0.2 | 11.5 | 2.2 | -5.6 | -3.5 | -2.6
O=Cc1ccc(N2N=C(c3ccccc3)CC2c2ccccc2)cc1 (configuration not stated) | 4.4 | -5.6 | -1.4 | 95.0 | 0.4 | 23.9 | -25.9 | -67.0 | . | -0.7
CC1(C)CC(=O)C(C=NCCN2CCN(CC(=O)Nc3ccc(F)cc3)CC2)=C(O)C1 | -0.6 | 2.8 | -0.7 | 99.0 | 0.0 | -2.4 | 0.0 | 0.4 | -8.1 | -1.0
Clc1ccccc1CNCc1ccc2c(c1)OCO2 | 7.1 | 0.2 | 0.0 | 94.0 | -0.1 | 1.9 | -13.0 | -0.3 | -2.2 | -2.4
Cc1cc(C)c(S(=O)(=O)NC2CC(C)(C)NC(C)(C)C2)cc1C | 12.2 | -68.5 | 2.7 | 104.0 | 0.0 | -0.8 | -1.8 | 1.2 | ? | -0.1
CCC(=O)N(Cc1cc(=O)[nH]c2ccccc12)c1ccccc1 | 5.7 | -0.3 | -0.7 | 99.0 | 0.0 | 0.0 | -9.6 | 0.2 | -4.2 | 1.8
COc1ccc(NC(=O)[C@@H](NS(=O)(=O)c2cccc(Cl)c2)C(C)C)cc1S(=O)(=O)N1CCOCC1 | 3.9 | -0.8 | 0.6 | 99.0 | 0.1 | -3.9 | -0.7 | -6.9 | 5.2 | 2.9
CCOC(=O)C1C(CC)NC(=S)NC1(C)O (configuration not stated) | 2.6 | 3.2 | -1.6 | 99.0 | 0.1 | -9.9 | -10.2 | -11.5 | 16.4 | 3.8
Cc1cc(-n2nc(C)cc2C)n2ncc(-c3ccccc3)c2n1 | 0.9 | 2.1 | -1.1 | 95.0 | -0.2 | -0.2 | -7.4 | -8.5 | 0.6 | 2.3
COc1ccc(C)cc1N(CC(=O)N1CCCC1)S(=O)(=O)c1ccccc1 | 4.2 | -6.9 | 0.3 | 98.0 | 0.1 | -41.9 | -3.1 | -10.2 | 1.2 | 1.2
CCCCN1C(=O)CCC(C(=O)O)C1c1ccccc1 (configuration not stated) | -3.7 | 2.7 | -1.1 | 88.0 | -0.1 | -2.8 | 8.6 | -4.2 | 8.7 | -1.2
CCOc1ccccc1C(=O)NC(C(=O)OCC(=O)Nc1nnc(-c2ccccc2)o1)C(C)C (configuration not stated) | -2.7 | -0.9 | 4.7 | 94.0 | 0.0 | 9.2 | -11.3 | -2.9 | 11.2 | 0.0
CCCOc1ccc(C(=O)NCCc2ccccc2)cc1 | -3.2 | -1.2 | 0.8 | 93.0 | -0.1 | -5.7 | 6.1 | 10.4 | 7.7 | -13.0
Cc1cccc(OCCNC(=O)c2cc(C3CC3)nc3c2cnn3C(C)C)c1 | -4.8 | -7.0 | -1.4 | 95.0 | -0.2 | 3.4 | -1.8 | -3.0 | . | 0.8
O=S(=O)(NCc1ccc(F)cc1)c1ccc2c(c1)OCCO2 | -3.3 | -2.6 | 1.6 | 99.0 | 0.0 | -0.5 | 0.4 | 0.8 | -5.5 | 0.6
Cc1cc(Nc2ccc(F)cc2C)n2ncnc2n1 | 2.9 | 0.2 | -0.8 | 95.0 | 0.1 | -1.7 | -5.8 | -0.6 | 0.7 | 1.0
CCOc1cccc(/C=C/c2cc(C(=O)O)c3ccccc3n2)c1OC | -7.0 | 4.5 | -2.0 | 101.0 | -0.1 | -2.2 | -5.7 | 0.8 | -3.0 | -6.6
CCCN(Cc1ccccc1)C(=S)Nc1ccc(C(C)=O)cc1 | 6.4 | -3.3 | 2.6 | 90.0 | -0.1 | 2.8 | -3.9 | -2.6 | 4.4 | -8.6
COc1ccc(NC(=O)/C(=C\c2cc(OC)c(OC)cc2[N+](=O)[O-])NC(=O)c2ccccc2)cc1 | -0.2 | 9.8 | -1.4 | 118.0 | 0.0 | -3.4 | -7.3 | -6.6 | -4.3 | 0.4
c1ccc(CCc2cccnc2)cc1 | 1.0 | 7.8 | -2.5 | 98.0 | -0.2 | 17.5 | -1.0 | 1.8 | 9.5 | 0.1
CC(C)CCc1noc(CN2CCN(c3ccc(Cl)cn3)CC2)n1 | -0.3 | 2.9 | -0.7 | 91.0 | 0.0 | 3.5 | -1.6 | 10.6 | -10.0 | 2.2
O=C(c1cc2ccccc2o1)c1nc2c(n1O)CCCCC2 | 16.7 | 2.9 | 1.7 | 94.0 | -0.1 | 2.2 | 8.2 | 5.3 | 11.7 | -4.2
COc1ccc(OC)c(C(=O)CCCCC(=O)c2cc(OC)ccc2OC)c1 | 10.0 | -2.9 | 1.0 | 97.0 | 0.3 | -0.8 | -3.0 | 1.5 | -2.2 | -3.6
Cn1c(SCC(=O)NCc2ccc3c(c2)OCO3)nc2c(c1=O)SCC2 | 7.0 | 1.1 | -2.0 | 98.0 | -0.3 | 0.6 | -1.1 | -5.2 | -0.5 | -0.6
COC(=O)/C=C/S(=O)(=O)c1ccc(NC(C)=O)cc1 | 2.4 | 76.2* | -3.0 | 98.0 | 0.1 | 16.2 | 7.6 | 6.1 | 34.4 | -1.5
CN(C)c1ccc(C=c2c3ccccc3n3c2cc(-c2ccc(Cl)cc2)[n+]3C)cc1 | 8.8 | 17.6 | 1.5 | i | 1.0 | 35.3 | 24.6* | -2.3 | -13.2 | ?
c1ccc(CNc2ncnc3sc4c(c23)CCCC4)nc1 | -0.3 | 0.3 | -2.0 | 103.0 | 0.7 | 8.8 | -0.2 | -0.5 | -3.6 | 0.2
Cn1c(-c2ccccc2)cc(=O)n1-c1ccccc1 | -0.1 | 0.7 | -2.0 | 99.0 | 0.0 | 1.3 | 1.4 | -5.2 | -10.0 | -0.6
COc1ccccc1C1CCCN1Cc1nc(-c2cc3c(cc2Cl)OCO3)oc1C (configuration not stated) | -0.6 | 1.4 | 0.3 | 93.0 | 0.0 | -2.0 | -9.0 | -5.5 | -5.5 | -5.3
N#C/C(=C\c1ccc(OCc2ccc(C(=O)O)cc2)cc1)C(=O)NCc1ccccc1 | 7.3 | 2.5 | 0.0 | 96.0 | 0.1 | 3.9 | -16.5 | 10.8 | -2.7 | 5.0
Cc1ccc(CNC(=S)Nc2ccc(OC(F)F)cc2C)cc1 | 1.4 | -4.9 | 3.1 | 104.0 | 0.2 | 2.5 | 2.9 | -13.9 | 2.7 | -2.3
COCCNC(=O)c1ccc(C2SCC(=O)N2CCc2ccccc2)cc1 (configuration not stated) | 11.6 | -7.2 | -1.7 | 100.0 | -0.1 | -0.4 | 2.5 | 7.3 | 17.1 | -1.9
CCc1sc(C(=O)NCc2ccco2)cc1C | 2.4 | 10.5 | 0.0 | 92.0 | 0.1 | -0.8 | 4.3 | -0.3 | -11.5 | -1.2
